Screening data (PubChem BioAssay)
PRMT1 inh = inhibitors of human PRMT1; recombinant PRMT1, activity-based probe fluorescence polarization; AID 652257; inhibition, % at 2.79 µM; 1.3% of 370,000 active;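 active = inhibition above about 21% made by adding two undisclosed values, limit read from the data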
HTRA1 inh = inhibitors of human serine peptidase HTRA1 | inhibition, % at 5.96 µM | 0.5% of 340,000 active | Q92743 | recombinant HTRA1, FP-rhodamine activity-based probe, fluorescence polarization; in the data active = inhibition above about 36%;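 also: 0% = enzyme with DMSO and 100% = wells lacking enzyme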
TDP2 inh = blocks human TDP2 phosphodiesterase activity; O95551; recombinant TDP2, T5PNP hydrolysis, p-nitrophenol absorbance 415 nm; 0.34% of 370,000 active; inhibition, % at 12.8 µM; AID 720702;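 active = inhibition above the mean of all tested compounds plus 3 SD, set per campaign, cut at about 25% in these data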;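 also: 0% = DMSO with enzyme and 100% = buffer with substrate but no TDP2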
Target sequence (O95551 whole entry, looked up): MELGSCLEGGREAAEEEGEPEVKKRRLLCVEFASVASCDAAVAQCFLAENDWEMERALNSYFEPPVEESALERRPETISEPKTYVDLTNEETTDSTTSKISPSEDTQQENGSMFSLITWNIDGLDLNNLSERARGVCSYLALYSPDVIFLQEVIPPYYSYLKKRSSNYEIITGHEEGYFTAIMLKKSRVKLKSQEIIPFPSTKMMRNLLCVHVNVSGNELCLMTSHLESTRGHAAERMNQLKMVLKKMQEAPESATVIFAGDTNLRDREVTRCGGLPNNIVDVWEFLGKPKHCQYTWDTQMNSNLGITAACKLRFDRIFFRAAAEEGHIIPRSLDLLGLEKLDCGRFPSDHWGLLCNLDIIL
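Evaluation: % inhibition relative to enzyme-containing and enzyme-free wells. Material: recombinant human TDP2. Benchmarks: enzyme-free and DMSO wells. Timing: enzyme reaction with compound for 2 h at 37 °C. Compound dosing: 12.8 µM only. Measured by: p-Nitrophenol epi absorbance. Reagent: T5PNP substrate at 5 mM, a TopII-DNA adduct mimic. Replication: single well per compound.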
SIAE primary = blocks human sialic acid acetylesterase; inhibition, % at 9.66 µM; SIAE FP-Rh probe binding, fluorescence polarization; Q9HAT2; 0.69% of 370,000 active; AID 1053197;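 active = inhibition above a cutoff: mean of compounds within the control limits plus 3 SD of those, cut at about 17% in these data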;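 also: 0% = plate median of compound wells and 100% = probe without SIAE protein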
Target sequence (Q9HAT2 whole entry, looked up): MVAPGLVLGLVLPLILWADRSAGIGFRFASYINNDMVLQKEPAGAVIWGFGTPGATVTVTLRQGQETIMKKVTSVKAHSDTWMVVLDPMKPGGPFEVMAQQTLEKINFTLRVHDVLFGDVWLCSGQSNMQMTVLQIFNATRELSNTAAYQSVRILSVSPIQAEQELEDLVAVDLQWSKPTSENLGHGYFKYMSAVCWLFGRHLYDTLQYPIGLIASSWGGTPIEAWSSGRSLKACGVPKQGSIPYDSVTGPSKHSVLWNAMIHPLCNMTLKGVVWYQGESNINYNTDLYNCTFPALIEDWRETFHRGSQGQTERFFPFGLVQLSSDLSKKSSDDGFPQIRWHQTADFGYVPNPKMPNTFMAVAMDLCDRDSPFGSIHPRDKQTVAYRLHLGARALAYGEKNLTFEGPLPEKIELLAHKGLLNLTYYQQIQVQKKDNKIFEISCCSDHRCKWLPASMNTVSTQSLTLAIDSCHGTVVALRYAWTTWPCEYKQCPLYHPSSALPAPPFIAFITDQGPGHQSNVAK
Rev-erbA mod = modulates human Rev-erb alpha binding to DNA | P20393 | Rev-erbα–FITC-DNA binding, fluorescence polarization, 90 min | activity, % at 10 µM | 0.79% of 370,000 active | AID 1259318;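 active = activity above about 14%, limit read from the data; passing the limit was not always enough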;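 also: 0% = DMSO wells with 35 nM protein and 100% = DMSO wells with 750 nM protein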
mABHD4 FP = ABHD4 (mouse) inhibition, primary FP screen; purified mABHD4, FP-Rh probe fluorescence polarization; 0.54% of 370,000 active; Q8VD66; inhibition, % at 8.92 µM;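 active = inhibition exceeding the mean over every tested compound plus 3 SD, cut at about 30% in these data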;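 also: 0% = plate median of compound wells and 100% = S159A mutant with DMSO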
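Material: mouse ABHD4 enzyme, wild type; Benchmarks: S159A mutant high control, sample median low control; Buffer or medium: HEPES pH 7.0, NaCl, Pluronic buffer; Signal: fluorescence polarization; Read-out: percent inhibition of probe binding, normalized to plate controls; Timing: pre-incubation 45 min, probe exposure 60 min, at 25 °C; Dosing: 8.92 µM, single dose.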
PG9 binder = PG9 antibody binding by small molecule. TR-FRET gp120-PG9 antibody binding. inhibition, % at 6.7 µM. 0.43% of 360,000 active; in the data active = inhibition above about 8.5%
rCAG RNA binder = r(CAG) repeat RNA binding; TO-PRO-1 dye displacement fluorescence; inhibition, % at 3 µM; 1.3% of 370,000 active;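 active = inhibition above the plate cutoff, the mean of all test compounds on that plate plus 3 SD, cut at about 35% in these data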;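 also: 0% = DMSO alone and 100% = 100 µM mitoxantrone as full dye displacement; higher means more dye released from RNA so lower well fluorescence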
TCR-CD3 inh = human TCR-CD3 binding inhibition; TAMRA-labeled TCR probe fluorescence, biochemical; inhibition, % at 9.4 µM; 0.37% of 360,000 active; in the data active = inhibition above about 19%;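 also: recombinant mutant TCR 2C K166C tagged with TAMRA read by polarization; 0% = receptor in buffer alone and 100% = receptor with positive control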
LEDGF integ inh = blocks HIV-1 LEDGF/p75-dependent DNA integration; inhibition, % at 3.7 µM; TR-FRET IN-LEDGF/p75 DNA integration, Eu/Cy5; AID 743269; 0.64% of 370,000 active;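 active = inhibition above the screen-wide mean plus 3 SD, cut at about 13% in these data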;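 also: signal is the Cy5 over europium emission ratio at 671 and 618 nm; 0% = plate median of compound wells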
Active calls of the source: *; x = no result given.

SMILES | PRMT1 inh | HTRA1 inh | TDP2 inh | SIAE primary | Rev-erbA mod | mABHD4 FP | PG9 binder | rCAG RNA binder | TCR-CD3 inh | LEDGF integ inh
O=Cc1c(N2CCN(CCO)CC2)nc2ccccn2c1=O | 11.2 | -8.8 | 0.3 | 1.3 | -2.7 | 6.7 | 1.3 | -2.8 | -5.9 | -4.1
COC(=O)c1cn(NC(=O)Cc2c(F)cccc2Cl)c(=O)c2ccccc12 | 0.1 | -0.3 | 5.1 | 1.2 | -1.3 | 4.5 | -0.1 | 1.5 | 4.8 | 2.8
c1cn(-c2ncnc3sc4c(c23)CCCC4)cn1 | -1.8 | -4.6 | 2.4 | 7.7 | -2.2 | 0.3 | 0.3 | -3.1 | 0.0 | 2.1
O=C(NC1CC2CCC(C1)N2Cc1ccco1)c1ccccc1 (stereo not given) | 2.1 | 12.1 | -4.8 | -4.3 | -5.9 | 2.5 | -0.6 | 0.6 | -1.7 | -1.7
CN(C(=S)SCc1ccccc1)C1CCS(=O)(=O)C1 (stereo not given) | -1.9 | 12.2 | -2.5 | 3.8 | -1.3 | 0.7 | -1.0 | -5.1 | 3.9 | 2.8
C#CCOCCOCCOCCNc1nc(OC)nc(N2CCN(C(=O)[C@H](CCC(=O)O)n3cc(C(N)CO)nn3)CC2)n1 (stereo not given in full) | 1.6 | 1.4 | 2.0 | -0.6 | 2.8 | 0.6 | -0.5 | -1.2 | 4.3 | -2.1
CCOC(=O)C(NC(=O)CC(C)C)(Nc1cc(C)on1)C(F)(F)F (stereo not given) | 1.3 | 3.8 | 5.6 | -7.1 | 2.3 | 4.8 | -0.7 | -3.0 | -2.5 | -3.0
COc1ccc(C2=NN(C(=O)c3ccccc3)C(c3cccc([N+](=O)[O-])c3)C2)cc1 (stereo not given) | 1.3 | -6.7 | 5.1 | 2.8 | 6.5 | 1.9 | 1.1 | 5.6 | 2.7 | 0.5
CC1=CC(C)(C)N(C(=O)CN2C(=O)CCC2=O)c2ccc(C)cc21 | 0.5 | 4.7 | 6.7 | -5.7 | -5.0 | -2.0 | 0.4 | -1.4 | -0.1 | -1.6
Cc1cc(O)ccc1Nc1cc(-c2cccc(N(C)C)c2)ncn1 | 3.0 | x | -0.3 | 12.9 | -1.8 | 5.7 | -0.4 | 2.7 | 0.4 | 3.8
CCCOc1ncnc2c1[nH]c1ccccc12 | 3.0 | -7.9 | -5.4 | -2.5 | -3.4 | -3.0 | 0.5 | 7.3 | 0.2 | -7.5
COC(=O)c1cc(C(=O)c2ccc(Cl)cc2Cl)cn1C | -0.9 | -3.1 | 6.1 | 2.0 | 2.3 | 0.4 | -3.5 | -4.0 | 5.7 | 2.3
CCOC(=O)[C@]12Cc3c(cc(OC)c(OC)c3OC)[C@H]1N(Cc1ccccc1)C(=O)c1cc(F)c(F)cc12 | -1.1 | x | 0.6 | -4.5 | 0.2 | -6.9 | -2.6 | 3.9 | 7.5 | -2.5
CSc1ccc(S(=O)(=O)N2CCC(C(=O)Nc3ccccc3C(F)(F)F)CC2)cc1 | 5.3 | -10.8 | -7.7 | -7.0 | -0.2 | 1.7 | 0.1 | -1.4 | -10.8 | -5.5
COCCN1CCn2c(nc3cc(NC(=O)NC4CCCCC4)ccc32)C1 | 3.1 | 6.7 | 7.2 | 2.8 | 2.3 | 5.2 | 2.9 | -0.5 | 8.2 | 2.6
O=S(=O)(/N=C(/Nc1cccnc1)c1ccccc1)c1ccc(F)cc1F | -0.4 | 13.2 | 4.6 | 12.8 | 0.4 | -5.7 | 1.2 | 1.8 | 3.9 | 0.2
CCN(CC)C1CC(=O)N(c2cccc(Cl)c2)C1=O (stereo not given) | 34.4* | -12.9 | -0.2 | 4.0 | -2.4 | 2.5 | -0.7 | 4.5 | 0.2 | -3.6
O=C(NCCO)c1ccc2[nH]c3ccccc3c2c1 | -3.8 | -7.5 | -0.8 | -3.3 | -6.8 | 1.7 | -1.7 | 0.4 | 3.7 | -1.7
CC(C)Oc1ccc(CCC(=O)NNC(=S)Nc2ccccc2)cc1 | 1.9 | 3.1 | 9.7 | 5.9 | 4.5 | 1.8 | 0.5 | 0.2 | -0.6 | -2.6
COc1ccccc1C(=O)N=c1sc2c(C)ccc(OC)c2n1C | -0.3 | -18.9 | 1.9 | -19.8 | -4.7 | -6.0 | -0.3 | 6.7 | -4.1 | -0.9
Cc1c(C(=O)N2CCC(C(N)=O)CC2)sc(N)c1C#N | 5.6 | 4.2 | -6.7 | -0.3 | -0.8 | -5.6 | -1.6 | -2.9 | -4.7 | -4.2
CCCc1[nH]nc2c1C(c1ccc(OC)cc1OC)C(C#N)=C(N)O2 (stereo not given) | 5.7 | -2.1 | -8.1 | -5.3 | 1.0 | -18.2 | -1.6 | 4.6 | 2.6 | 2.2
COc1ccc(CNC(=O)CN2C(=O)CSc3ccc(S(=O)(=O)N4CCCCC4)cc32)cc1 | -0.7 | 5.7 | 6.7 | -3.2 | -3.6 | 0.1 | -0.6 | 3.6 | -1.8 | 0.8
FC(F)Oc1ccc(-n2cc(-c3ccc(Cl)cc3)[n+]3c2CCCCC3)cc1 | -1.8 | 6.0 | 3.0 | -4.1 | -4.3 | -2.7 | -1.0 | -1.4 | 5.3 | 3.9
COC(=O)c1cccc(Cn2ccc3ccc(-c4ccc5ccn(C(=O)C6CC6)c5c4)cc32)c1 | -0.2 | x | 2.5 | -10.2 | 14.4 | -9.4 | x | 18.6 | x | 1.1
O=C(NCc1cccs1)Nc1cc(Cl)ccc1Cl | -2.1 | -3.5 | -2.1 | -0.9 | 10.3 | -6.3 | 0.8 | 2.6 | -2.3 | -0.2
O=C(CSc1nnc(-c2cccs2)n1Cc1ccco1)Nc1ccc(OCc2ccccc2)cc1 | 7.9 | x | -12.1 | -15.4 | 2.7 | -21.9 | x | 8.8 | x | 2.9
COc1ccc(S(=O)(=O)Nc2ccc(-c3ccc(N4CCCC4)nn3)cc2)cc1C | -0.9 | -14.2 | -1.2 | 2.4 | 2.3 | -0.7 | 1.6 | 9.8 | 8.6 | -3.6
Cc1ccc(C(=O)/C=C/NCc2ccc(F)cc2)cc1 | -0.7 | -10.1 | 7.2 | 5.0 | -1.5 | -6.5 | -1.6 | 3.8 | 0.3 | -3.0
C[C@H](O)[C@@H]1CN2CCc3c([nH]c4c(-c5ccccc5)cccc34)[C@@H]2C[C@@H]1N(C)C(=S)NCCc1ccccc1 | -2.8 | x | 0.5 | -2.2 | 0.4 | -0.7 | -2.7 | 10.3 | 4.3 | 2.1
CCC(=O)Nc1ccc(OCc2nnc3c4ccccc4c(C)nn23)cc1 | 6.2 | 5.2 | 6.4 | -1.3 | 3.7 | 2.4 | 1.8 | -1.0 | 4.4 | -0.6
O=[N+]([O-])c1c(-c2cn[nH]c2)n[nH]c1-c1cn[nH]c1 | 1.0 | 2.3 | 17.9 | -5.1 | 3.4 | -0.3 | 0.9 | 0.8 | -1.7 | -1.8
CC(=O)Nc1ccc(C(=O)COC(=O)C2CC2C)c(F)c1 (stereo not given) | 1.4 | -0.5 | -8.2 | -7.1 | 0.7 | -8.5 | 0.9 | -6.0 | -3.4 | -4.2
CNC(=O)C[C@H]1C(=O)N(C2CCCCC2)C[C@@H]1CSC | -2.3 | -0.2 | -0.7 | -5.4 | 7.0 | 3.0 | -1.4 | 1.3 | 2.7 | 2.7
COc1ccc(-c2onc3ccc(C(C)=O)cc23)cc1 | 16.4 | 6.9 | 6.6 | 1.1 | -1.7 | 10.0 | -2.1 | -8.1 | 2.3 | 4.1
Brc1cccc(-c2nc3ccc(Br)cn3c2Cc2ccccc2)c1 | 3.5 | x | 6.5 | -4.4 | 2.2 | -18.9 | 2.9 | 48.7* | -7.1 | -1.6
O=C(NCC1CCCO1)C1CC(=O)N(c2cccc(Cl)c2)C1 (stereo not given) | -2.5 | -0.1 | 9.7 | -6.1 | -2.0 | -4.8 | -0.8 | -0.1 | 2.3 | -1.1
COc1ccc2cc(C#N)c(NC(C)C)nc2c1 | 5.6 | -1.1 | -11.3 | -2.8 | 6.8 | -19.1 | 2.7 | -1.5 | -10.2 | 0.8
COC(=O)c1ccccc1NC(=O)c1sc(=S)n(C)c1N | 2.5 | -2.5 | 6.0 | 8.1 | 2.6 | -4.2 | 1.3 | 6.8 | -2.8 | 3.5
CC1=C(C(N)=O)C(c2ccc(Br)cc2)n2nc(CCCO)nc2N1 (stereo not given) | -0.1 | 1.5 | 7.5 | -3.4 | 5.2 | 0.2 | -0.6 | -0.7 | 7.0 | -1.7
Cn1ccs/c1=N\C(=O)Nc1cccc(Cl)c1 | -2.5 | -2.7 | -2.9 | -4.8 | 4.5 | -3.5 | -1.3 | -4.9 | 4.9 | -3.3
CCC1CCCCN1C(=O)CSc1nnc(CNC(=O)c2ccco2)o1 (stereo not given) | 4.1 | 5.6 | 4.1 | 1.7 | -1.2 | -1.1 | -0.6 | 1.1 | -1.7 | -3.8
COc1cc2c(cc1OC)C(COc1ccc(F)cc1)N(C(C)=O)CC2 (stereo not given) | -0.8 | -4.5 | 4.1 | -1.2 | -2.2 | -4.3 | -1.9 | -6.4 | 4.2 | 0.4
O=C(/C(=C/O)N=Nc1ccccc1Cl)c1ccccc1 | 1.1 | -19.0 | 2.6 | -0.8 | 2.6 | 2.5 | 2.0 | 5.9 | -3.4 | -1.0
CCCOc1ccc(C(C)=O)cc1CSCCC#N | -1.4 | -4.0 | 6.7 | -1.7 | 3.9 | -4.5 | -0.1 | -6.3 | 6.0 | 1.2
O=C1c2ccccc2NC(c2cccc(F)c2)N1Cc1ccccc1 (stereo not given) | 2.1 | -22.6 | 3.2 | 14.0 | -0.3 | -11.8 | 0.7 | 1.3 | -3.6 | -0.2
COc1ccccc1CNc1ccc2nnc(CCNC(=O)c3ccc(C)cc3)n2n1 | 3.4 | -4.1 | -1.1 | 5.1 | 3.4 | -0.1 | 2.0 | -5.0 | 4.0 | -3.1
COc1ccc(C(C)=O)cc1CN1C(=O)NC(CC(C)C)C1=O (stereo not given) | -3.8 | -1.9 | -10.5 | -4.9 | -0.8 | -0.5 | -1.5 | -0.3 | 1.3 | 3.0
CC(=O)N1N=C(c2ccccc2)CC1c1cccc([N+](=O)[O-])c1 (stereo not given) | 5.9 | -5.2 | -5.0 | -0.3 | -6.0 | -1.4 | -1.6 | -3.8 | -12.7 | -2.5
CCC(C)[C@H](NC(=O)NCCCc1ccccc1)C(=O)OC (stereo not given in full) | 1.0 | 1.6 | -4.9 | -1.1 | 0.6 | -1.4 | 1.1 | -7.5 | 3.8 | -0.4
CC(C)C(NS(=O)(=O)c1cccs1)C(=O)Nc1nc(C(C)(C)C)cs1 (stereo not given) | 1.1 | -4.4 | 2.2 | -0.6 | -3.7 | -2.2 | -3.2 | -2.6 | 1.5 | 0.2

Shown with values under each structure: entries from further up
Fields: PRMT1 inh | HTRA1 inh | TDP2 inh | SIAE primary | Rev-erbA mod | mABHD4 FP | PG9 binder | rCAG RNA binder | TCR-CD3 inh | LEDGF integ inh
O=C1c2ccccc2NC(c2cccc(F)c2)N1Cc1ccccc1 (stereo not given)
 : 2.1 | -22.6 | 3.2 | 14.0 | -0.3 | -11.8 | 0.7 | 1.3 | -3.6 | -0.2
COc1ccccc1CNc1ccc2nnc(CCNC(=O)c3ccc(C)cc3)n2n1
 : 3.4 | -4.1 | -1.1 | 5.1 | 3.4 | -0.1 | 2.0 | -5.0 | 4.0 | -3.1

These rows are one share of the data; the hit share may differ from the screen's.
